# TNAP inh noacc = inhibitors of human TNAP without phosphate acceptor. 0.26% of 200,000 active. inhibition, % at 20 µM. purified TNAP, CDP-star luminescence, 30 min;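 active = tissue-nonspecific alkaline phosphatase inhibition above about 50% at 20 µM in the single-dose screen, limit read from the data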;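 note: 0% = DMSO negative control and 100% = EDTA positive control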
# Target sequence (P05186 whole entry, looked up): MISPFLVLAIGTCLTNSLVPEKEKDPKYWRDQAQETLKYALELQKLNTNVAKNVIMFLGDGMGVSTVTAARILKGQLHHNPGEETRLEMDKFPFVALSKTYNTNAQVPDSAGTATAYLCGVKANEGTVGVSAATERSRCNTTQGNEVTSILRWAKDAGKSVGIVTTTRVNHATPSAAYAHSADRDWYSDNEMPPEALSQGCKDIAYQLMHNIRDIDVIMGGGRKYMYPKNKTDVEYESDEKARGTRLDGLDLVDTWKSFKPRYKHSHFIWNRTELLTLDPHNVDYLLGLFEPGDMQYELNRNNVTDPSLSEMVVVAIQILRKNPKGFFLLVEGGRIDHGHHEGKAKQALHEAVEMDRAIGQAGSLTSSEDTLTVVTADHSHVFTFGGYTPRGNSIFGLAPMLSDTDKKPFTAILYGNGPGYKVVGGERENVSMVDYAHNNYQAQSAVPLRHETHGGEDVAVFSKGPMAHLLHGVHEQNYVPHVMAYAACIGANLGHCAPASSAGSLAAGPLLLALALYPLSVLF
# FLuc act counter = affects firefly luciferase, flagging false hits in luciferase stimulation screens; P08659; activation factor at 10 µM; 200,000 tested, under 10 active; AID 1027; ATPlite luciferase biochemical, luminescence, 10 min; 0 = ATP-free wells, 1 = DMSO control;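 active = luciferase activation factor, scaled between plate controls, of at least 2 with compound at 10 µM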
# Target sequence (P08659 whole entry, looked up): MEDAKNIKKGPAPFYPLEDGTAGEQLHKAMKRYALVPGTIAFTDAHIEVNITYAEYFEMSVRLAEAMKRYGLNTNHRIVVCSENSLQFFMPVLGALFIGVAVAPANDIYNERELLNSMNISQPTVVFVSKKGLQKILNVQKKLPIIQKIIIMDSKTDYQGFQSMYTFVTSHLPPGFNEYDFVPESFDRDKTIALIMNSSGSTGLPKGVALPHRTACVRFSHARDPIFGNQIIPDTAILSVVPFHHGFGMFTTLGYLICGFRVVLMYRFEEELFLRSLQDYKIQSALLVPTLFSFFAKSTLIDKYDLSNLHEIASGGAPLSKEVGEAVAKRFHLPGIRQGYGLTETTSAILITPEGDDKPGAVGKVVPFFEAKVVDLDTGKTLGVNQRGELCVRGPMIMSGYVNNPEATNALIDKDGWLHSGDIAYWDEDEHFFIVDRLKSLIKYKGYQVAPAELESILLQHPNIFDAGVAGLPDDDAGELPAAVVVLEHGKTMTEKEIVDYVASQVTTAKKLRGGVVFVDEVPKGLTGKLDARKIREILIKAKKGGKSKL
#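 Assay system: Luciferase/luciferin detection reagent, cell-free biochemical luciferase assay / Also added: ATP substrate / Schedule: 10 min at ambient temperature / Measured by: luminescence measurement of luciferase light output / Benchmarks: low control with PBS replacing ATP, high control enzyme plus ATP without compound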
# RAM network inh = yeast RAM network inhibition; inhibition, % at 50 µM; 1.8% of 190,000 active; S. cerevisiae dse1pr::URA3 reporter, 5-FOA growth OD615, 2 d; analog-sensitive cbk1-as2 kinase mutant strain;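 active = inhibition above a set limit, 3 SD over mean compound inhibition, cut at about 8.4% in these data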;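 note: 0% = DMSO-only wells with no growth and 100% = 10 µM 1-NA-PP1 full growth; inhibition rescues growth on 5-FOA so higher OD means more RAM inhibition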
# APP 5UTR inh = APP translation inhibition | inhibition, % at 2 µM | SH-SY5Y APP 5'UTR-luciferase reporter, luminescence | AID 1285 | 0.82% of 190,000 active;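 active = inhibition above a set limit, derived from the sample mean plus 3 SD, cut at about 45% in these data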; note: values of inactives mirror those of a sister screen read the other way
# FLuc inh counter = counter-screen for luciferase assay inhibitors: firefly luciferase inhibition | ATPLite firefly luciferase biochemical luminescence, 10 min | 1.5% of 200,000 active | AID 1006 | inhibition, % at 10 µM;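 active = inhibition above about 50% when tested at 10 µM, limit read from the data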
# TNAP inh hiacc = blocks human TNAP under high phosphate acceptor concentration | purified TNAP, CDP-star luminescence, 1 M DEA | inhibition, % at 20 µM | 0.03% of 200,000 active | P05186 | AID 1135;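 active = over 50% inhibition of tissue-nonspecific alkaline phosphatase at 20 µM in the single-dose screen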;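 note: plate controls were DMSO wells for no effect and EDTA-quenched wells as full inhibition for full effect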
# bIAP inh = blocks bovine intestinal alkaline phosphatase activity. purified bovine IAP, CDP-star luminescence, 30 min. inhibition, % at 20 µM. 190,000 tested, under 10 active. AID 1019;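 active = over 50% inhibition of intestinal alkaline phosphatase at 20 µM in the single-dose screen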
#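 Assay system: bovine IAP enzyme; medium: DEA buffer 100 mM, pH 9.8, with MgCl2 1.0 mM, ZnCl2 0.02 mM; doses: 20 µM single dose; incubation: enzyme reaction for 30 min at room temperature; detection: CDP-star luminescence signal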
# TNAP act hiacc = activators of human TNAP at high phosphate acceptor concentration; P05186; purified TNAP, CDP-star luminescence, 1 M DEA, 30 min; stronger effect = higher value; 0 = EDTA background, 1 = DMSO-only activity; activation factor at 20 µM; 200,000 tested, under 10 active;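 active = activation factor at least 2 at 20 µM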
#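 Measured by: Luminescent substrate turnover signal | Test system: Human TNAP | Input: TNAP 1/800 final | Dosing: 20 µM single point | Schedule: 30 min, room temperature | Controls: EDTA wells as negative control, DMSO wells as positive control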
# Lmaj promast = inhibitors of Leishmania major promastigote growth; Leishmania major promastigotes, resazurin fluorescence viability; AID 1063; 9% of 200,000 active; inhibition, % at 10 µM; in the data active = inhibition above about 50%;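 note: promastigotes grown with compound for 44 hours at 28 °C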
# bIAP act = intestinal alkaline phosphatase (bovine) activation; 0.17% of 200,000 active; purified bovine IAP, CDP-star luminescence, 30 min; stronger effect = higher value; fold of DMSO-control signal, blank-subtracted; activation factor at 20 µM;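 active = activation factor of 2 or more at 20 µM, a signal rise over negative controls twice the positive control's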
# * = called active by the depositor; nt = not tested or not shown. Hits appear at their usual frequency, and some 13% of all compounds hit somewhere here.
# Start of the data: the first two entries as a preview:
SMILES,TNAP inh noacc,FLuc act counter,RAM network inh,APP 5UTR inh,FLuc inh counter,TNAP inh hiacc,bIAP inh,TNAP act hiacc,Lmaj promast,bIAP act
COCCN(CC(=O)NCC1CCCO1)C(=O)CCC(=O)Nc1cc(C)ccn1 (stereo not given),-8,1,0.2,13,-4,-2,5,1,-4,1
Cc1cc(C)cc(OCC(=O)OCC(=O)NCc2ccco2)c1,-16,1.1,1.1,10,-6,-6,3,1.1,-1,1

# All compounds of this part, repeating the preview:
SMILES,TNAP inh noacc,FLuc act counter,RAM network inh,APP 5UTR inh,FLuc inh counter,TNAP inh hiacc,bIAP inh,TNAP act hiacc,Lmaj promast,bIAP act
COCCN(CC(=O)NCC1CCCO1)C(=O)CCC(=O)Nc1cc(C)ccn1 (stereo not given),-8,1,0.2,13,-4,-2,5,1,-4,1
Cc1cc(C)cc(OCC(=O)OCC(=O)NCc2ccco2)c1,-16,1.1,1.1,10,-6,-6,3,1.1,-1,1
CC(C)C(NS(=O)(=O)c1cccc2nsnc12)C(=O)NCc1ccc2c(c1)OCO2 (stereo not given),1,1.1,-0.1,5,-6,-4,6,1,100*,0.9
COc1ccc(C(C)=O)cc1CN(C)C,-10,1,-0.1,-24,-4,-2,5,1,0,0.9
Cc1ccc(C(=O)O)cc1-c1ccc(/C=C2\SC(=O)N(CC(=O)Nc3ccccc3)C2=O)o1,5,1.1,3.2,-6,-7,4,9,1,-10,0.9
Cc1cc(C)cc(NC(=O)OCCN2CCN(Cc3ccccc3)CCC2=O)c1,-8,1,1.9,4,2,0,1,1,-4,1
O=C(c1cccs1)N1CCN(c2ncccn2)CC1,-21,1,0.1,nt,-5,-2,5,1,-4,0.9
FC(F)Sc1ccc(NC(=S)NCC2CCCCC2)cc1,-26,1.1,0.3,-23,-5,-9,nt,1.1,23,0.3
Cc1nc2c(oc3ccccc32)c(=O)o1,-5,1,-0.5,-23,5,0,4,1,-6,1
CSC(=NS(=O)(=O)c1ccc(C)cc1)SC,-10,1,3.0,-6,-3,0,25,1,44,0.8
Cc1cc(N2CCCC(C(=O)Nc3cccc(Cl)c3)C2)n2ncnc2n1 (stereo not given),-7,1,1.6,-1,-4,0,-7,1,7,1.1
NS(=O)(=O)c1ccc(CCNC(=O)CSCc2ccccc2)cc1,-11,1.1,0.6,12,-7,-8,15,1.1,-6,0.9
Nc1nc(N2CCN(c3cccc(Cl)c3)CC2)n[nH]1,-17,0.9,0.2,-4,6,-6,-13,1.1,0,1.1
CCOc1ccc(OCC)c(NC(=O)C2CCN(S(=O)(=O)c3c(C)noc3C)CC2)c1,-13,1,1.9,12,4,14,-5,0.9,27,1
Clc1cccc(-c2ccc(CNCCCN3CCOCC3)o2)c1,-7,1.1,0.8,-7,-6,-5,-11,1.1,77*,1.1
O=c1c2cnn(-c3ccccc3)c2nnn1Cc1ccccn1,-3,0.9,2.3,12,6,3,10,1,-5,0.9
COCCn1nnnc1CN1CCC(NC(=O)Nc2cccc(OC)c2)CC1,-7,1,1.4,-8,-2,-4,-11,1,-5,1.1
CN(C)c1nc(OCCNC(=O)Nc2ccccc2)nc(N(C)C)n1,-15,1,0.7,8,-2,-7,-9,1.1,5,1.1
O=C(NCc1ccccc1)c1c(O)c2cccc3c2n(c1=O)CCC3,-4,1,1.2,18,-5,-2,6,1,-10,0.9
CSc1ccc(/C=C(/NC(=O)c2ccccc2)C(=O)N2CCN(C)CC2)cc1,-5,1.1,0.0,15,-5,-2,-9,1,1,1.1
Cc1ccc(-n2nc(C)c(C(C)(O)C(F)(F)F)c2N)cc1 (stereo not given),-4,1,0.0,-13,-2,0,6,1,36,0.9
COc1cc(CC(=O)N2CCc3ccccc32)cc(OC)c1OC,-8,1,0.1,-18,-5,-9,-19,1.1,-3,1.2
Cc1ccc(-n2c(O)c(C=Nc3ccccc3-c3n[nH]c(=S)[nH]c3=O)c3ccccc3c2=O)cc1C,0,1,7.3,15,-3,4,-12,1,-6,1.1
O=C(CSc1nc2ccccc2c(=O)n1-c1ccccc1)N1CCN(CCO)CC1,-8,1.1,-0.3,-1,-6,-3,1,1,1,1
CCOc1ccc(S(=O)(=O)Nc2cccc(C)c2)c2cccnc12,0,1.1,4.3,7,-5,-2,-2,1,-5,1

# Arranged by value in bIAP act (rising): 6 of the compounds above.
SMILES	bIAP act
FC(F)Sc1ccc(NC(=S)NCC2CCCCC2)cc1	0.3
CSC(=NS(=O)(=O)c1ccc(C)cc1)SC	0.8
CC(C)C(NS(=O)(=O)c1cccc2nsnc12)C(=O)NCc1ccc2c(c1)OCO2 (stereo not given)	0.9
Cc1cc(C)cc(NC(=O)OCCN2CCN(Cc3ccccc3)CCC2=O)c1	1
CN(C)c1nc(OCCNC(=O)Nc2ccccc2)nc(N(C)C)n1	1.1
COc1cc(CC(=O)N2CCc3ccccc32)cc(OC)c1OC	1.2

# The listing continues:
SMILES,TNAP inh noacc,FLuc act counter,RAM network inh,APP 5UTR inh,FLuc inh counter,TNAP inh hiacc,bIAP inh,TNAP act hiacc,Lmaj promast,bIAP act
CS(=O)(=O)N(CCc1ccccc1)CC(=O)NCc1ccccc1Cl,-4,1,3.4,8,-2,5,-4,1,-1,1
O=C(CN1C(=O)c2cccc3cccc(c23)C1=O)NCCN1CCOCC1,-20,1.1,1.6,1,-5,-6,8,1.1,3,0.9
CCOC(=O)c1sc(NC(=O)CSc2n[nH]c(CC)n2)nc1C,1,1,4.9,21,-4,-1,-17,1,-8,1.2
CCN(CC)S(=O)(=O)c1ccc(NC(=O)COc2nc3ccccc3nc2N2CCOCC2)cc1,-2,1,6.2,0,-4,-2,2,1,10,1
CC(C)n1c(NCc2ccc(N(C)C)cc2)nc2ccccc21,-3,1,0.2,12,2,4,8,1,-2,0.9
CCCCOC(=O)Nc1nnc(/C=C/c2ccc(OC)cc2)s1,-66,1,6.7,15,-1,-3,19,1,-8,0.8
Cc1cccc2sc(N(CCCN(C)C)C(=O)CCc3ccccc3)nc12,-1,1.1,0.4,-11,-6,-2,36,1,24,0.6
CCCCOc1ccc(C(=O)Nc2ccc(N3CCN(C(C)=O)CC3)cc2)cc1,-16,1,8.4,28,-3,-7,4,1.1,-4,1
COc1ccc(NC(=S)NCc2cccs2)cc1,-5,1,1.1,-14,-2,-4,-15,1,-2,1.1
COc1cccc(CNc2ccc(S(=O)(=O)Nc3nccs3)cc2)c1O,-6,1,3.9,10,3,-2,-3,1,-5,1
COc1cc(/C=C(\NC(=O)c2ccccc2)C(=O)Nc2cccc(O)c2)c([N+](=O)[O-])cc1OC,-6,1.1,2.2,-2,-6,-1,14,1,-5,0.9
CCN1CCN(C(=S)NC(C)c2ccccc2)CC1 (stereo not given),-3,1,1.9,2,-3,-6,36,1.1,20,0.6
CC(C)n1c(-c2cccs2)nc2ccccc21,-8,1.1,0.4,-4,-6,-5,14,1.1,13,0.9
COc1ccc(-n2ncc3c(NCCCN4CCOCC4)ncnc32)cc1,-7,0.8,2.3,-85,15,-7,-3,1.1,9,1
CCO[C@H]1OC(C(=O)Nc2ccccc2)=C[C@@H](c2cn(C(C)=O)c3ccccc23)[C@@H]1CCCO,-2,1,5.0,-18,-1,0,0,1,39,1
CN(c1ccccc1C(=O)N1CCN(c2ccccc2)CC1)S(C)(=O)=O,-1,1.1,0.9,-1,-7,-3,-1,1,-6,1
O=C(NCCC1=CCCCC1)c1cnc2n(c1=O)CCS2,-8,1,0.9,-45,-2,0,37,1,-5,0.6
CCn1nc(C)c(/C=C2\CCCC3=C2OC(N)=C(C#N)C3c2c(C)nn(CC)c2C)c1C (stereo not given),1,1,0.8,0,-4,6,10,0.9,-5,0.9
CC(O)/C=C/C1OC(=O)CC1Nc1ccc(C=O)cc1 (stereo not given),-12,1,1.4,10,0,-6,6,1.1,-14,0.9
COC(=O)c1cc2c(C)cc3ccc(C)cn3c-2c1C(=O)OC,-9,1,2.5,15,-4,0,8,1,10,0.9
O=C(CCN1C(=O)/C(=C\c2ccccc2Cl)SC1=S)N1CCN(c2ccccc2)CC1,5,1.1,3.1,-1,-8,-7,1,1.1,91*,1
COc1ccc(C(=O)Nc2cc(OCc3ccccc3)c(Cl)cc2Cl)cc1,-8,1.1,15*,-8,-9,-3,9,1,-5,0.9
Cc1cccc(NC(=O)Nc2ccc(C#N)cc2)n1,-10,1,1.5,-16,1,1,14,1,35,0.9
COc1cc(CNC2CCCc3ccccc32)cc(OC)c1OC (stereo not given),-11,1,0.7,13,-2,0,-6,1,10,1.1
CCOC(=O)c1ccc2c(c1)[nH]c(=S)n2CC,-37,1,0.6,-16,-1,-1,-17,1,-4,1.2
# The listing continues.
SMILES,TNAP inh noacc,FLuc act counter,RAM network inh,APP 5UTR inh,FLuc inh counter,TNAP inh hiacc,bIAP inh,TNAP act hiacc,Lmaj promast,bIAP act
COc1ccc(CNC(=O)c2ccc3c(c2)N(C)C(=O)CS3=O)cc1 (stereo not given),-12,1.1,0.3,-4,-6,-8,-3,1.1,-8,1
CCC12OC(=N)C(C#N)(C1C)C(C#N)(C#N)C(c1ccccc1)O2 (stereo not given),4,1.1,0.9,1,-6,-4,13,1,0,0.9
CCSc1nnc(NC(=O)C2CCCN(S(=O)(=O)c3cnc[nH]3)C2)s1 (stereo not given),-12,1,0.6,-12,-2,-5,5,1.1,-8,0.9
CC(=O)Nc1ccc(N2C(=O)CC(N3CCN(Cc4ccc5c(c4)OCO5)CC3)C2=O)cc1 (stereo not given),10,1,0.8,-10,-3,5,-4,0.9,-5,1
O=C(O)c1cccc(-c2ccc(/C=N/NC(=O)c3cccnc3)o2)c1,6,1,1.9,-5,3,7,-3,0.9,-3,1
CCc1cc(C(=O)OC)c(NC(=O)C2CC(=O)NN2Cc2ccccc2)s1 (stereo not given),-5,1,0.5,20,-2,-1,-19,1,99*,1.2
Cc1cccn2cc(-c3ccc(S(=O)(=O)N4CCOCC4)cc3)nc12,-5,1,0.5,9,-2,-6,-2,1.1,12,1
Cc1sc(NC(=S)NC(=O)CCc2ccccc2)c(C(N)=O)c1C,7,1.1,2.3,95*,-10,9,6,0.9,33,0.9
CCOC(=O)c1cc2sccc2n1CC(=O)Nc1ccc(OC)c(OC)c1,-12,1,0.9,-10,-4,-9,-13,1.1,2,1.1
O=C(CCC(=O)c1cccs1)c1cccs1,-5,0.8,0.6,-131,22,2,-20,1,-5,1.2
COc1ccc(-n2nc(C(=O)Nc3ccc4c(c3)OCO4)c3ccccc3c2=O)c(OC)c1,-4,1,2.5,24,-1,0,2,1,-4,1
Nc1nc(SCC(=O)Nc2ccccc2-c2ccccc2)n[nH]1,-11,1.1,0.9,-8,-9,-8,-8,1.1,2,1.1
C=CCSc1nnc(NC(=O)CSc2nc3ccccc3[nH]2)s1,-62,1.1,3.5,-24,-9,-7,-8,1.1,-16,1.1
Cc1ccc([N+](=O)[O-])cc1S(=O)(=O)NCc1cccnc1,-4,1,-0.7,0,0,-1,19,1,-1,0.8
O=C(NC1CCCC1)C1CCC(CNS(=O)(=O)c2cccs2)CC1 (stereo not given),-10,1.1,3.2,-1,-8,-5,8,1.1,-1,0.9
COc1cccc(-n2nnc3c(=O)n(Cc4ccccc4Cl)cnc32)c1,-8,1,1.0,-9,2,-4,22,1,1,0.8
CSCCC(NS(=O)(=O)c1ccc(Cl)cc1)C(=O)OCc1cccc(Cl)c1 (stereo not given),2,1,8.5*,11,-5,-6,3,1.1,97*,1
